Assay outcomes: PubChem, The Scripps Research Institute Molecular Screening Center
MBD2 inh – blocks human MBD2 binding to methylated DNA; TR-FRET, MBD2 binding to methylated oligonucleotide; hit rate 0.31% among 370,000; inhibition, % at 4.4 µM; Q9UBB5; in the data active means inhibition above about 13%
DDE Tn6 FP inh – disrupts Tn6 cyclic peptide binding to fibrin D-Dimer-E complex; AID 720509; hit rate 0.21% among 370,000; inhibition, % at 8.3 µM; Fibrin DD(E) TRITC-Tn6 fluorescence polarization displacement;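 active means inhibition above a per-campaign cutoff: mean of compounds within control limits plus 3 SD, cut at about 15% in these data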;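 further: 0% = median of all compound wells on the plate and 100% = blocking peptide control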
DDE Tn7 FP inh – disrupts Tn7 cyclic peptide binding to fibrin D-Dimer-E complex; P02675; FP displacement of FITC-Tn7 peptide from fibrin DD(E); 0% = median of compound wells per plate; inhibition, % at 8.3 µM; hit rate 0.13% among 370,000;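 active means inhibition above the mean of compounds falling within the control limits plus 3 SD of them, cut at about 14% in these data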;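 further: 0% = plate median of compound wells and 100% = 10 µM Aha-Tn7 peptide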
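System: human fibrin DD(E); quantity: Fibrin-DD(E) at 2 µM final; also added: fluorescent Tn7 probe at 0.1 µM; compound dosing: single nominal test concentration of 8.3 µM per compound; schedule: 10 min preincubation, 3 h with tracer, room temperature; detection: fluorescence polarization of the labelled Tn7 tracer; repeats: one replicate per compound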
KLK7 zymogen act – proKLK7 (human) activation, primary screen. AID 652039. hit rate 0.9% among 370,000. activation, % at 7 µM. P49862. purified proKLK7, EDANS-DABCYL substrate fluorescence; 100% is mature enzyme control, 0% vehicle;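 active means activation above the mean of all tested compounds plus 3 SD, computed per campaign excluding outliers beyond control limits, cut at about 13% in these data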
Target sequence (P49862 whole entry, looked up): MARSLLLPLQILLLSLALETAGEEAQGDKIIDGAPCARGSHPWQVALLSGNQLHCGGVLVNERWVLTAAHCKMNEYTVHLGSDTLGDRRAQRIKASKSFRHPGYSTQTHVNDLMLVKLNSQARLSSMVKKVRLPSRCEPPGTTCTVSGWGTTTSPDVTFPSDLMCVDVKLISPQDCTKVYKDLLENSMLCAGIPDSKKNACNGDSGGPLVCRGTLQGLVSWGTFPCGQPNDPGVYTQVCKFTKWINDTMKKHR
PLC-gamma1 inh – blocks human PLC-gamma1 enzyme activity; P19174; purified PLC-gamma1, fluorogenic substrate, fluorescence; inhibition, % at 12.2 µM; hit rate 0.84% among 370,000; in the data active means inhibition above about 9.5%
ADAM17 inh – inhibitors of human ADAM17 | recombinant ADAM17, EDANS/DABCYL FRET peptide cleavage | inhibition, % at 6.95 µM | hit rate 0.83% among 370,000 | AID 720648;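 active means inhibition above the mean of compounds lying between control limits plus 3 SD, set per campaign, cut at about 8.5% in these data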;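 further: 0% = DMSO-only wells as the low control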
Target sequence (P78536 215-824 limits assumed): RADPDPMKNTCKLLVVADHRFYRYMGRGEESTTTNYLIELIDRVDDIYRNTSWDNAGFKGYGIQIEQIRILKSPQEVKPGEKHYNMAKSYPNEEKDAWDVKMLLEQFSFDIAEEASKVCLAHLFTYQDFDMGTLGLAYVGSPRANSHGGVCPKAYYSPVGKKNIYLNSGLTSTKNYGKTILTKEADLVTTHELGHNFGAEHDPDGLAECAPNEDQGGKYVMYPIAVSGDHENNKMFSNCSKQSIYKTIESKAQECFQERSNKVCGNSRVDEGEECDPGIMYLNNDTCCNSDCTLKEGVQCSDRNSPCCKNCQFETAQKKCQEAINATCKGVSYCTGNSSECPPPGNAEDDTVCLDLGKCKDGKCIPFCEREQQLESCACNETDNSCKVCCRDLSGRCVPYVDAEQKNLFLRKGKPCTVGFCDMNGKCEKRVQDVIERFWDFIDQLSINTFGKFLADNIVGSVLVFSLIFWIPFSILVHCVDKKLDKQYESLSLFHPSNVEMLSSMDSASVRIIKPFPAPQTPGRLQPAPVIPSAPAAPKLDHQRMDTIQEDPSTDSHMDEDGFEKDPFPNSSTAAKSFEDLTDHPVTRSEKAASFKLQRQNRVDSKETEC
PLCb3 inh – blocks human PLC-beta3 enzyme activity. Q01970. Purified PLC-beta3, fluorogenic substrate, fluorescence. inhibition, % at 12.2 µM. hit rate 0.18% among 370,000; in the data active means inhibition above about 11%;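 further: 0% = median of compound wells on plate and 100% = full blocker control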
ASAP1 GAP inh – inhibitors of human ASAP1 ArfGAP activity; ASAP1-stimulated ARF1 GTP hydrolysis, GDP FP detection; inhibition, % at 16.5 µM; hit rate 0.19% among 360,000; Q9ULH1; in the data active means inhibition above about 25%;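 further: 0% = vehicle with enzyme and substrate and 100% = no enzyme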
ARFGAP1 inh – inhibits rat ARF GTPase activating protein 1; Q62848; Arfgap1-stimulated ARF1 GTP hydrolysis, GDP FP detection; inhibition, % at 16.5 µM; hit rate 0.26% among 360,000; AID 651572;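 active means inhibition above a per-plate limit, mean inhibition of low control wells plus 3 SD, cut at about 25% in these data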;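 further: 0% = DMSO wells with enzyme and 100% = wells lacking Arfgap1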
Target sequence (Q62848 1-136 limits assumed): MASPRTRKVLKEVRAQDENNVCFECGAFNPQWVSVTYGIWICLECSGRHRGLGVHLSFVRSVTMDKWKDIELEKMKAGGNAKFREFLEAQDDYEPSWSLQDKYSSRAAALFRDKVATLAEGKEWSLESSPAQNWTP
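Material: truncated rat Arfgap1 GAP domain; Incubation: compound-enzyme preincubation 20 min, reaction 120 min, detection 60 min, 25 °C; Read-out: percent inhibition of Arfgap1-stimulated GTP hydrolysis; Technique: FP, GDP Alexa 633 tracer displaced from anti-GDP antibody, 620/688 nm; Controls: No-Arfgap1 wells (100%) versus DMSO full-reaction wells (0%); Replication: single well per compound.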
UHRF1 MBD2 ctr – blocks human UHRF1 binding to methylated DNA; UHRF1 binding to methylated oligo, TR-FRET; hit rate 0.75% among 370,000; inhibition, % at 4.4 µM; Q96T88; in the data active means inhibition above about 21%;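 further: UHRF1 SRA domain binding a hemimethylated CpG hairpin DNA probe; 0% = median of test compound wells and 100% = reference inhibitor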
* hit, by the source's call; . = no result given.

SMILES	MBD2 inh	DDE Tn6 FP inh	DDE Tn7 FP inh	KLK7 zymogen act	PLC-gamma1 inh	ADAM17 inh	PLCb3 inh	ASAP1 GAP inh	ARFGAP1 inh	UHRF1 MBD2 ctr
CS(=O)(=O)N1CCN(C(=O)C(Sc2ccccc2)c2ccccc2)CC1 (configuration not stated)	-1	7	6	-0.5	-1	-2	-5	4	-5	-1
CC1=C(C(=O)N2CCOCC2)CC(CC(=O)NCc2cccs2)C(=O)N1CCCN1CCCC1=O (configuration not stated)	7	-6	4	0.5	2	-2	-1	-4	4	4
Cc1ccn(CCC(=O)N2CCc3ccccc32)n1	3	-4	-6	-0.4	2	4	-1	12	21	2
Cc1cc(S(=O)(=O)Nc2ccc(C(=O)NCC(c3ccccc3)N(C)C)cc2)ccc1F (configuration not stated)	-4	-6	-3	0.2	0	-2	-5	5	15	3
COc1ccccc1N1CCN(C(=O)c2ccc(CS(=O)(=O)c3ccccc3OC)o2)CC1	3	-5	5	0.3	-1	-1	1	-6	3	-4
NS(=O)(=O)c1ccc(NC(=O)COC(=O)CSc2n[nH]c(-c3ccccc3)n2)cc1	3	9	7	0.1	-2	-5	1	-6	-8	1
CC(C)CC(=O)N1CCC(O)(CS(=O)(=O)Cc2ccccc2)CC1	2	-1	-1	-0.2	3	1	0	-9	-6	2
COc1cc(/C=N/NC(N)=O)ccc1OCC(=O)N1C(C)CCCC1C (configuration not stated)	1	-2	-3	0.1	0	-4	-4	13	7	-1
COc1cccc(C(=O)NCc2nnc(SCC(=O)Nc3nccs3)n2-c2cccc(C)c2)c1	-4	-15	0	0.9	5	3	5	-8	-6	7
CC(=O)Nc1cc(-c2ccncc2)cn2c(-c3ccccc3)cnc12	-7	-9	-4	0.2	-14	-3	-21	16	6	-3
CCN(CC)S(=O)(=O)c1ccc2c(c1)nc(CCC(=O)Nc1cccc(C(F)(F)F)c1)n2CC	-4	8	-3	0.2	5	10*	1	-10	12	-2
C#CCNC(=O)C1=C[C@H](c2ccc(Br)cc2)C[C@H](OCCCCO)O1	-3	6	12	-2.0	0	-3	-3	10	8	7
Cc1cc(SCC(=O)N/N=C/c2cccnc2)nc2c(C)cccc12	2	9	6	0.1	0	-2	-4	-7	-7	-2
CCCCCc1ccc(-c2nnc(N)s2)cc1	2	-4	4	-0.6	-3	1	-3	-14	5	-2
CN(C)Cc1c(C(=O)Nc2ccccc2)[nH]c2ccccc12	-4	-5	-1	-0.4	0	4	7	-8	9	0
CCS(=O)(=O)CCSc1nc2ccccc2o1	0	4	-5	0.0	-4	-5	0	-2	-2	2
CCc1ccc(NC(=O)c2cnn(-c3ccccc3)c2C2CCNCC2)cc1	1	-4	-6	-0.2	0	-3	0	12	1	0
CNC(=O)CSCc1c(Cl)cccc1Cl	6	-8	-2	0.7	5	0	-1	11	21	5
COC(=O)c1ccccc1NC(=O)c1sc(=S)n(C)c1N	-1	7	1	-0.3	-6	-1	-4	1	-11	0
C/C(=N\NC(=O)Cn1cnc2ccccc21)c1cccs1	3	0	17*	0.5	-2	-8	-3	-2	1	0
O=C(CCCCCN1C(=O)C2C3C=CC(C3)C2C1=O)Nc1ccc2ncccc2c1 (configuration not stated)	-6	5	-2	2.0	-108	-19	-163	.	.	-2
CC(O)(c1cccnc1)c1nc(-c2ccc(S(C)(=O)=O)cc2)cs1 (configuration not stated)	-5	9	-3	-0.1	0	-2	3	-18	-1	-1
Cc1cccc(Cn2cc(CN3CC(N(C)CCOC(=O)c4cc(C)cc(C)c4)CS3(=O)=O)nn2)c1 (configuration not stated)	7	-5	-2	3.2	1	4	3	.	.	13
Cc1ccc(NC(=O)c2cc(C)on2)cc1	-1	-6	-5	-0.4	2	-2	4	8	5	-1
O=[N+]([O-])c1ccc(N2CCN(Cc3ccccc3)CC2)c2c1no[n+]2[O-]	-18	4	4	1.1	-37	0	-51	-9	-1	-20
COC(=O)N1C(=O)[C@](Cc2ccccc2)(c2ccccc2)N1C(=O)OC	-1	1	-13	0.6	5	0	-1	2	-1	0
COc1ccc2oc(C(=O)NCCC(C)C)c(C)c2c1	-1	3	-1	0.2	-7	-15	-8	-9	10	0
COC(=O)c1c(NC(=O)CN2CCC(C)CC2)c2c(C)cccc2n1C	4	7	3	0.4	1	2	0	-19	1	0
CCN(CC)C(=O)N1c2ccccc2CC(N(CC)CC)c2ccccc21 (configuration not stated)	-6	3	1	0.2	-2	-8	1	-6	-5	0
CCc1ccccc1Oc1nc(NCc2ccccc2)nc2ccsc12	-1	0	-5	0.4	-1	-1	0	8	9	0
O=C(CN1C(=O)c2ccccc2S1(=O)=O)NCc1ccccc1Cl	-1	-1	-3	-0.7	-5	-4	-21	-1	2	2
O=C1c2ccccc2NC(c2ccco2)N1NS(=O)(=O)c1ccccc1 (configuration not stated)	1	7	-5	14*	-113	-87	-137	8	8	-2
Cc1cccc(OCc2n[nH]c(=S)o2)c1	1	-8	3	0.3	1	-7	-1	-6	16	3
CCN(CC)c1c([N+](=O)[O-])c(=O)sc2ccccc12	-2	-5	1	-0.3	5	6	-7	10	6	7
C=C(C)C(=O)Nc1cccc(C2=NOC3(C2)C[C@@H](C(N)=O)N(C(=O)C2(C)CC2)C3)c1 (some centres not stated)	55*	3	-2	-0.5	1	1	4	-18	-14	92*
COc1ccccc1CNC(=O)CC1Sc2ccccc2NC1=O (configuration not stated)	3	-11	1	-0.1	1	-3	1	1	15	-2
Cc1ccc(N(Cc2ccccc2)C(=O)c2cccc(F)c2)cc1	2	0	3	0.1	-1	4	-7	2	4	0
COc1ccccc1CN1CCN(C(=O)c2cccc3ccccc23)CC1	-2	-1	-5	0.0	3	-3	-4	4	7	0
Cc1ccc(C(=O)NCC(c2cccs2)N(C)C)cc1S(=O)(=O)N1CCOCC1 (configuration not stated)	6	-4	4	0.8	-5	1	-5	-21	7	18
Cc1noc(/C=C/N(C)C)c1S(=O)(=O)N1CCCC(C(=O)NC2CCCCC2C)C1 (configuration not stated)	3	0	8	-0.6	-8	4	0	0	8	-1
CCOC(=O)C1CCCN(c2c(N3CCN(C)CC3)c(=O)c2=O)C1 (configuration not stated)	3	10	-5	0.0	0	-2	3	1	15	1
COc1ccc(-c2csc(C(C)(O)c3ccc(F)c(F)c3)n2)cc1OC (configuration not stated)	-7	0	6	-0.3	0	4	-2	-3	-7	-1
COC(=O)C1=C(C)N(Cc2cccc(C(F)(F)F)c2)C(=NCc2cccc(C(F)(F)F)c2)NC1c1ccc(Cl)cc1 (configuration not stated)	1	11	-2	-0.3	6	0	6	1	12	0
CCOc1ncccc1C(=O)OCC(=O)Nc1ccc(C)c(S(=O)(=O)N(C)C)c1	-1	2	4	0.0	0	1	-2	2	-8	-2
COC(=O)c1ccc(/C=C/c2ccc3cccc(OC(C)=O)c3n2)cc1	0	4	-7	6.0	-56	3	-67	6	10	-4
O=C(CC1SCCNC1=O)Nc1cccc(C(F)(F)F)c1 (configuration not stated)	-1	12	-3	-0.3	-1	0	0	-15	-15	-2
O=C(CSc1ccc(S(=O)(=O)N2CCCCC2)cn1)Nc1ccccc1Br	2	2	2	0.6	-1	-1	-11	-6	12	3
Cc1c(NC(=O)C(C)N2C(=O)NC3(CCC(C)CC3)C2=O)c(=O)n(-c2ccccc2)n1C (configuration not stated)	2	2	2	-0.2	3	2	-2	-1	4	-2
C/C(CC(=O)Nc1cccc(C(F)(F)F)c1)=N/NC(=O)C(=O)NCCO	1	-1	-2	-0.1	2	0	0	-8	-3	-2
Cc1ccc(-c2nnc(-n3nc(C)cc3C)c3ccccc23)cc1	2	0	3	1.2	1	-4	4	-10	5	4
More entries follow.
SMILES	MBD2 inh	DDE Tn6 FP inh	DDE Tn7 FP inh	KLK7 zymogen act	PLC-gamma1 inh	ADAM17 inh	PLCb3 inh	ASAP1 GAP inh	ARFGAP1 inh	UHRF1 MBD2 ctr
COc1ccc(OC)c(-c2csc(NC(=O)Cc3ccc(F)cc3)n2)c1	2	-3	-9	0.1	3	8.6*	-1	21	2	0
CCOc1ccc(OCCC(=O)OCC(=O)NCCc2ccc(S(N)(=O)=O)cc2)cc1	0	4	-1	0.5	1	-4	-4	9	-9	-1
CCCC(=NCC(=O)O)C1=C(O)C(C(=O)OC)C(C)(C)CC1=O (configuration not stated)	3	-1	0	0.5	-2	-8	-2	3	10	1
COCCn1c(C)nnc1SCC(=O)NNC(=O)c1ccc(Cl)cc1	7	0	0	-0.3	-1	0	-4	3	6	2
CC(=O)Nc1ccc(-n2nnnc2SCC(=O)N2CCN(C(=O)c3ccco3)CC2)cc1	-1	8	-6	-0.6	2	0	2	4	4	4
COc1cc(N(C(=O)Cc2cccs2)C(C(=O)NC2CCCCC2)c2cccc(OC)c2OC)ccc1-n1cnnn1 (configuration not stated)	1	-10	-10	1.0	2	5	4	1	-6	0
C1=Cc2ccccc2Nc2ccccc21	7	-6	3	-0.6	-11	-22	-30	-7	12	-1
CCOc1ccc(S(=O)(=O)N2CCC(C(=O)OCc3cccc(OC)c3OC)CC2)cc1	-1	-5	3	0.3	1	5	-3	-9	0	0
C[C@@H]1CN([C@H](C)CO)C(=O)CCCn2nncc2CO[C@@H]1CN(C)S(=O)(=O)c1ccc(Cl)cc1	10	6	3	0.4	6	2	6	7	2	18
Cc1cccc(NC(=O)CNC(=O)COc2cccnc2[N+](=O)[O-])c1C	-1	4	-7	0.0	-2	0	-6	-11	2	-3

Profiles from above. Order of values: MBD2 inh | DDE Tn6 FP inh | DDE Tn7 FP inh | KLK7 zymogen act | PLC-gamma1 inh | ADAM17 inh | PLCb3 inh | ASAP1 GAP inh | ARFGAP1 inh | UHRF1 MBD2 ctr
Shown for `COc1cc(N(C(=O)Cc2cccs2)C(C(=O)NC2CCCCC2)c2cccc(OC)c2OC)ccc1-n1cnnn1` (configuration not stated) : 1 | -10 | -10 | 1.0 | 2 | 5 | 4 | 1 | -6 | 0
Shown for `COc1ccc(OC)c(-c2csc(NC(=O)Cc3ccc(F)cc3)n2)c1` : 2 | -3 | -9 | 0.1 | 3 | 8.6* | -1 | 21 | 2 | 0
Shown for `CC(=O)Nc1ccc(-n2nnnc2SCC(=O)N2CCN(C(=O)c3ccco3)CC2)cc1` : -1 | 8 | -6 | -0.6 | 2 | 0 | 2 | 4 | 4 | 4

Other records.
SMILES	MBD2 inh	DDE Tn6 FP inh	DDE Tn7 FP inh	KLK7 zymogen act	PLC-gamma1 inh	ADAM17 inh	PLCb3 inh	ASAP1 GAP inh	ARFGAP1 inh	UHRF1 MBD2 ctr
N#Cc1ccc(OCC(=O)NC(=O)NC2CCS(=O)(=O)C2)cc1 (configuration not stated)	0	-1	-10	0.3	7	-3	0	-10	6	-1
CC(C)CC(c1nnnn1C(C)(C)C)N1CCN(C2CCCC2)CC1 (configuration not stated)	2	1	-3	0.3	1	-4	-2	-5	2	-1
N=C1SCC(=O)N1c1ccc(Cl)cc1	1	-11	0	0.3	-3	1	-11	17	5	-1
O=C(NC1CCCC1)C(c1ccncc1)N(Cc1ccccc1)C(=O)c1ccc(-c2ccccc2)[nH]1 (configuration not stated)	-4	-5	-4	-1.0	2	6	-10	7	-4	-3

Compounds were not picked by outcome (roughly 4.1% active in at least one column).
